# Compound activity deposited in PubChem BioAssay by National Center for Advancing Translational Sciences (NCATS).
# Lipid storage S3: qHTS Assay for Lipid Storage Modulators in Drosophila S3 Cells | Drosophila S3 cells, BODIPY lipid droplet fluorescence, 18-24 h; cells fed with added oleic acid | Potency in µM for hits, for the others lipid storage change, negative = inhibition, % at the top dose, mostly 46.1 µM | 320,000 tested, 0.64% active; active = well fitted inhibition curve with a large enough effect in the signal ratio, with a control signal flat, not every such curve was filed as active; inconclusive = small, poorly fitted or top-dose-only effect, or effect the other way, or a change in a side signal; the % refers to the signal ratio
#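 Drosophila S3 cells loaded with oleic acid (400 uM, as added) and compounds at several concentrations; lipid droplets imaged by 488-nm laser-scanning cytometry, 500–530 nm intensity and object ratio to cell channel. Percent activity normalized to 20 uM Triacsin C.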
# Lipid storage S3 cell count max: second read-out of Lipid storage S3, no call of its own (marks repeat the call); cell number change, %; measured here: cell count max response;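 cells counted by Cell Tracker Red CMTPX staining in the red channel; peak over a dose series mostly up to 46.1 µM; percent activity relative to internal control wells on each plate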
# * = called active by the depositor; i = inactive; ? = inconclusive; · = not tested or not shown; [ ] = dose if it differs, or a comment. % is set by controls: 0 for no effect and ±100 for the full control effect; potency is the fitted concentration of half-maximal effect. Only part of the results is shown, so the mix of outcomes need not match the whole.
molecule	Lipid storage S3	Lipid storage S3 cell count max
CCCN1CCC(=O)N([C@H](CSc2ccc(Br)cc2)Cc2ccccc2)CC1	-15%	-5
Cc1cc(C)n(-c2ccc(C(=O)OCn3nnc4ccccc4c3=O)cc2)n1	?	·
CN1CCN(C(=O)CSc2nc3ccc(NC(=O)c4ccccc4F)cc3s2)CC1	24%	-3
COc1ccc2oc(-c3ccc(C)c(NC(=O)CSc4ccc(Cl)cc4)c3)nc2c1	i	·
CSCCC(NC(=O)COc1ccccc1)C(=O)N1CCN(c2ccccc2Cl)CC1 (stereo not drawn)	?	·
COc1ccccc1NC(=O)C1=C(C)NC(=O)NC1c1ccccc1[N+](=O)[O-] (stereo not drawn)	?	·
O=Cc1ccc(OC(=O)/C=C/c2ccccc2)cc1	7%	10
CCOC(=O)N1CC=C2C(C#N)=C(N)C(C#N)(C#N)[C@H](c3ccccc3OCC)[C@H]2C1	i	-4
S=C(NCc1ccco1)Nc1cc(-c2ccccc2)[nH]n1	?	·
CCOC(=O)c1ccc(CNCc2ccc(Br)cc2)cc1	?	·
CN(C)/C=C1/N=C(c2ccccc2)OC1=O	?	·
Cn1c(N)c(C(=O)c2ccc(F)cc2F)c(=O)n(C)c1=O	14%	3
CCC1Oc2ccccc2N(CC(=O)NC2CCCC2)C1=O (stereo not drawn)	?	·
OC(Cn1cncn1)(c1ccccc1)c1ccccc1	?	·
N#Cc1nc(COc2ccc(Br)cc2)oc1NCCCn1ccnc1	?	·
COc1ccc(Nc2nccc3c2nnn3C)cc1	?	·
Cc1nc(NC(C)c2ccccc2)c2oc3ccccc3c2n1 (stereo not drawn)	?	·
O=C(CN1C(=O)S/C(=C\c2ccc(Cl)cc2)C1=O)NCCCn1ccnc1	i	17
O=C1C2C3CC(C(Br)C3Br)C2C(=O)N1c1ccccn1 (stereo not drawn)	-5%	6
Cc1ccc(N2C(=O)C3CCC(C)(C2=O)C3(C)C)cc1 (stereo not drawn)	?	·
COc1cccc(C(=O)NCC(=O)N/N=C(\C)Cc2ccccc2)c1	?	·
Oc1ccc(C2C=C(c3ccc(F)cc3)Nc3ncnn32)cc1 (stereo not drawn)	?	·
N#CCn1c(C2CCCCC2)nc2ccccc2c1=O	0%[9.22 µM]	17
O=C(CCc1ccccc1)NC1CCS(=O)(=O)C1 (stereo not drawn)	5%	·
CN(C)c1cccc(C(=O)NNC(=S)NC2CCCC2)c1	5%	10
Cc1cnc(NC(=O)CN2CCN(c3ccccn3)CC2)s1	-9%	0
c1ccc(SCCCCN2CCOCC2)cc1	?	·
CNC(=O)CCC(=O)Nc1ccc(C(=O)OC)cc1	?	·
O=C(Nc1cccc(-c2cccc(F)c2)c1)C1CCN(C2CCOCC2)CC1	?	·
O=C(OCc1ccc([N+](=O)[O-])cc1)c1ccc2ccccc2n1	8%	8

# Reprinted at random: 4 entries already listed.
molecule	Lipid storage S3	Lipid storage S3 cell count max
CN(C)c1cccc(C(=O)NNC(=S)NC2CCCC2)c1	5%	10
O=C(CN1C(=O)S/C(=C\c2ccc(Cl)cc2)C1=O)NCCCn1ccnc1	i	17
Cc1nc(NC(C)c2ccccc2)c2oc3ccccc3c2n1 (stereo not drawn)	?	·
Oc1ccc(C2C=C(c3ccc(F)cc3)Nc3ncnn32)cc1 (stereo not drawn)	?	·

# Next results:
molecule	Lipid storage S3	Lipid storage S3 cell count max
O=C(NCc1cccnc1)c1cccc(C(F)(F)F)c1	22%	·
COC(CNC(=O)CCCn1nnnc1CN1CCOCC1)c1cccs1 (stereo not drawn)	?	·
O=C(O)c1cc(N2C(=O)CCC2=O)ccc1NCc1cccnc1	0%	-4
Cc1ccc(S(=O)(=O)CC(=O)NC2CC2)cc1	?	·
COC(=O)c1sccc1NC(=O)CN(C)NS(=O)(=O)c1ccc(Cl)cc1	23%	-11
CC(C)=CCN1CCN(Cc2cn[nH]c2C2CCCCC2)CC1CCO (stereo not drawn)	10%	-3
O=C(CCC(=O)N1CCOc2ccc(Cl)cc21)NCCCN1CCC(Cc2ccccc2)CC1	?	·
O=C(NCCC1CCCCN1S(=O)(=O)c1ccc(Cl)cc1)C(=O)NCCN1CCOCC1 (stereo not drawn)	?	·
CC(C)CCN1C(=O)c2ccc(C(=O)Nc3ccc(Br)cc3C(=O)O)cc2C1=O	i	9
COc1cccc2cc(C(=O)NCCN3CCOCC3)oc12	?	·
CCN(CC)S(=O)(=O)c1cccc(NC(=O)COc2ccc(Cl)cc2Br)c1	?	·
CCc1cccc2c(C(=O)C(F)(F)F)cn(CC(=O)N3CCOCC3)c12	13%	0
O=[N+]([O-])c1cccc(S(=O)(=O)N2CCc3ccccc3C2)c1	?	·
CCOC(=O)Nc1ccc2c(CN(C)Cc3ccc(F)cc3)cc(=O)oc2c1	?	·
Cc1ccc(NC(=O)C(=O)NCc2ccc(/C=C(/C#N)C(=O)NCc3cccnc3)o2)cc1C	?	·
CCOC(=O)N1CCN(C(=O)c2ccc3c(c2)sc2nc(-c4ccccc4)cn23)CC1	?	·
Cc1nc2ccccc2c(=O)n1/N=C/c1cn[nH]c1-c1ccccc1	-2%	18
CCCSc1cc(NCCOC(=O)CCC)c([N+](=O)[O-])c2nonc12	?	·
CC12CC(NC(=O)N1c1cccc(C(=O)NCc3ccccn3)c1)c1ccccc1O2 (stereo not drawn)	i	5
COc1ccc(C(NC(=O)/C=C\c2ccco2)c2ccc(OC)c(OC)c2)cc1 (stereo not drawn)	i	·
CC(C)CC(=O)Nc1cc([N+](=O)[O-])ccc1Cl	?	·
COCC(=O)Nc1ccc(S(=O)(=O)Nc2cc(C)nc(C)n2)cc1	33µM*	-33*
COc1ccc(OC(C)C(=O)Nc2ccccc2F)cc1 (stereo not drawn)	-10%	-9
CC1CCN(C(=O)C2CCN(C(=O)c3cc4sccc4n3Cc3ccc(F)cc3)CC2)CC1	?	·
CCN(C(=O)COC(=O)c1n[nH]c2ccccc12)c1ccccc1	?	·
Cc1ccc(C(=O)COC(=O)c2cn3ccccc3n2)cc1	?	·
COc1ccccc1CNC(=O)CCN1C(=O)c2ccccc2C1=O	?	·
CCCCNc1nc2ccccc2nc1Cl	-5%	20
COC(=O)c1cc(Br)c(=O)n(-c2nccs2)c1	?	·
O=c1c([N+](=O)[O-])c[nH]c2ccccc12	12%	-12

# Some of these compounds in order of count of non-hydrogen atoms, descending.
molecule	Lipid storage S3	Lipid storage S3 cell count max
Cc1cc(C)n(-c2ccc(C(=O)OCn3nnc4ccccc4c3=O)cc2)n1	?	·
COc1ccccc1CNC(=O)CCN1C(=O)c2ccccc2C1=O	?	·
CN(C)c1cccc(C(=O)NNC(=S)NC2CCCC2)c1	5%	10

# (listing goes on)
molecule	Lipid storage S3	Lipid storage S3 cell count max
O=C(O)C1CCCN1C(=O)NC1CCCCC1 (stereo not drawn)	-13%	18
CCN1C(=O)C(CC(=O)NCc2ccc(Cl)cc2)N(CC)C1=O (stereo not drawn)	?	·
Cc1[nH][nH]c(=O)c1C(c1c(C)[nH][nH]c1=O)c1cn(Cc2ccc(Cl)c(Cl)c2)c2ccccc12	?	·
COc1ccccc1C(=O)NNC(=O)C(=O)NC(C)(C)C	0%	3
CC(=O)c1ccc(NC(=O)CSc2nc(Nc3ccccc3)nc(N3CCOCC3)n2)cc1	?	·
COc1cccc(CNn2cn[nH]c2=S)c1OCc1ccccc1	i	·
Cc1oc(-c2ccc(Cl)cc2)[n+]([O-])c1C	?	·
C=CCNCCOCCOc1ccccc1-c1ccccc1	15%	16
Cc1cc(C(=O)N/N=C\C(Br)=C\c2ccccc2)c(C)o1	?	·
N#CCCn1nc(-c2ccc(Cl)cc2)cc1Nc1ccccc1NC(=O)C(F)(F)F	2%	-4
Cc1csc2nc(CSc3ccc(Cl)cc3)cn12	?	·
COc1nccc(C(F)(F)F)c1C(=O)NC(=O)Nc1ccccc1	?	·
COc1ccc(C(=O)NCc2cn3ccsc3n2)cc1OC	i	·
COc1ccccc1S(=O)(=O)CC(O)COc1ccccc1Cl (stereo not drawn)	?	·
COc1cc(NC(=O)N[C@@H](Cc2c[nH]c3ccccc23)C(=O)O)c(C(=O)O)cc1OC	?	·
COC(=O)c1ccccc1NC1=C/C(=N\S(=O)(=O)c2cccs2)c2ccccc2C1=O	?	·
COc1cc(/C=C(\C#N)C(=O)NCC2CCCO2)c([N+](=O)[O-])cc1OC (stereo not drawn)	?	·
O=S(=O)(Cc1ccccc1)Nc1ccc(F)cc1	?	·
CS(=O)(=O)N1CCN(c2ccccc2[N+](=O)[O-])CC1	-9%[9.22 µM]	16
CCCCC(=O)/C=C/n1c(=S)oc2ccccc21	?	·
Nc1ccc(-c2ccc(N)c(C(=O)O)c2)cc1C(=O)O	-8%	2
Cc1cc(C(=O)N/N=C/c2ccc(O)c([N+](=O)[O-])c2)n[nH]1	5%	2
CCC(=O)n1nc(-c2ccccc2)nc1NCc1ccccc1	i	·
COc1ccc(CN2CCS(=O)(=O)CC2)cc1OC	?	·
CN1CCN(C(=O)Cn2c(C(F)(F)F)nc3ccccc32)CC1	?	·
Cc1cccc(C)c1OCC(=O)Nc1ccc(N2CCOCC2)cc1	25%	4
CCN(CC)S(=O)(=O)c1cccc(C(=O)Nc2cc(C)nn2-c2ccccc2)c1	1%	-6
COC(=O)c1nnn(-c2ccccc2)c1N	0%	16
Cc1ccc(SCC(=O)OCc2csc(CC(=O)Nc3ccccc3C)n2)cc1C	12%	-4
Cc1ccc2[nH]c(=O)c(C3=NN(C(=O)CCC(=O)O)C(c4cccs4)C3)c(-c3ccccc3)c2c1 (stereo not drawn)	?	·
C=CCn1c(SCc2csc(C)n2)nc2sc3c(c2c1=O)CCCCC3	?	·
CC(=O)Nc1ccc(NC(=O)c2ccccc2N(C)S(C)(=O)=O)cc1	-12%	2
Cc1nc(-c2ccccc2OC(F)(F)F)[nH]c(=O)c1Cl	-17%	11
Cc1nn(C)c(C(=O)N2CCc3ccccc32)c1Cl	9%	1
CC(C(=O)N(C)c1ccccc1)N1CCN(C(=O)c2ccccc2)CC1 (stereo not drawn)	?	·
CCOC(=O)c1sc(NC(=O)c2ccc(S(=O)(=O)N(C)C)cc2)cc1C	-13%	-1
Cc1nc2ccc(NS(=O)(=O)c3ccc(Br)cc3)cc2s1	?	·
COCC(=O)N/N=C/c1ccc(Sc2nc3ccccc3s2)o1	10%	-16
CCCc1cc(=O)oc2cc(OCC(=O)N3CCc4ccccc43)ccc12	1%	2
CC(=O)N(CCS(=O)(=O)c1ccc(Cl)cc1)Cc1cccs1	?	·
CN(Cc1ccccc1)C(=O)COc1ccc(C(C)(C)C)cc1	?	·
O=C(Nc1cccc(S(=O)(=O)N2CCOCC2)c1)c1cnn2c(C(F)F)cc(-c3ccccc3)nc12	-7%	4
CC(=O)c1cccc2c(O)c(C3=Nc4ccccc4C3=O)[nH]c12	1%	5
CN(Cc1nc(-c2cnccn2)no1)Cc1n[nH]c2c1CCCC2	-8%	11
N#CC1=C(Nc2ccccc2)SC=C(c2ccc(F)cc2)N=C1N1CCOCC1	?	·
CC(C)(Cl)C1Cc2cc3ccc(=O)oc3cc2O1 (stereo not drawn)	4%	·
COC(=O)c1sc(NC(=O)CSc2nnc(Cn3nnc4ccccc43)n2C)nc1C	-1%	6
Cc1oc2ccc(O)cc2c1C(=O)OC(C)C	-8%	-18
Cc1ccc(C(=O)NCc2ccc3c(c2)OCO3)o1	?	·
COc1ccccc1CC(=O)Nc1ccc(-c2noc(COc3cccc(C)c3C)n2)cc1	?	·
O=C(CSc1nc2ccccc2c(=O)[nH]1)Nc1cccc([N+](=O)[O-])c1	?	·
O=C(O)CC(NC(=O)Cc1ccccc1)c1ccccc1 (stereo not drawn)	-9%	-3
CCOC(=O)c1ccc(-n2nc(C)cc2C)cc1	12%	4
O=C(NCc1ccncc1)c1ccc(Oc2ccccc2)cc1	i	0
COc1cc(/C=C(/C#N)C(=O)Nc2ccccc2)ccc1OCc1ccc(C(=O)O)cc1	6%	10
CC(NC(=O)COc1ccc(S(=O)(=O)N2CCOCC2)cc1)c1ccccc1 (stereo not drawn)	?	·
C#Cc1cccc(NC(=O)C2CCN(C(C)=O)CC2)c1	?	·
CC(C)c1nc2cc(C(=O)N3CCNC(=O)C3c3ccc(F)cc3)ccc2o1 (stereo not drawn)	?	·
COc1cccc(C(=O)NC(=S)Nc2ccc([N+](=O)[O-])cc2C)c1	?	·
CN(C)/C=C(\C#N)C(=O)c1cccc(Oc2ccc(Br)cc2)c1	?	·

# New compounds follow
molecule	Lipid storage S3	Lipid storage S3 cell count max
CN(CC(=O)Nc1ccccc1Cl)C(=O)CCc1nc2ccccc2c(=O)[nH]1	-13%[0.0737 µM]	26
COCC(=O)Nc1cc(C)cn(Cc2c(F)cccc2Cl)c1=O	i	-14
COc1ccc([N+](=O)[O-])cc1NC(=O)C1C2C=CC(C2)C1C(=O)O (stereo not drawn)	?	·
COc1ccc2cc(C(=O)C3CCCN(Cc4cnc(C)s4)C3)ccc2c1 (stereo not drawn)	-16%	1
O=c1[nH]c(=O)n(Cc2ccco2)c2c1C(C(F)(F)F)(C(F)(F)F)N=C(c1ccco1)N2	?	·
